# Bioassay records: PubChem BioAssay, Sanford-Burnham Center for Chemical Genomics
# Apaf-1 inh: inhibitors of human Apaf-1 apoptosome, primary screen, biochemical, DEVD-Rh110 fluorescence, uHTS | Apoptotic protease-activating factor 1 (Homo sapiens), O14727 | reconstituted apoptosome caspase-3 activity | inhibition, % at 20 µM | 330,000 tested, 0.71% active | AID 489030, 2010; active = inhibition of at least 40% at 20 µM;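 also: plate controls were DMSO wells for no effect and DEVD-CHO caspase inhibitor wells for full effect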
#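 Assay system – apoptosome proteins · Medium – Hepes buffer, pH 7.5 · Also added – cytochrome c with DEVD-Rh110 · Timing – 30 min compound preincubation, 50 min activation, room temperature · Detection – Rh110 fluorescence, excitation 480 nm, emission 540 nm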
# SENP7 inh: SENP7 protease inhibitors, primary screen, biochemical, luminescence, uHTS. recombinant SENP7, Z-RLRGG-aminoluciferin luminescence, 40 min. AID 434973, 2010. 330,000 tested, 1.5% active. inhibition, % at 5 µM. Sentrin-specific protease 7 (Homo sapiens), Q9BQF6;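 active = inhibition above about 50% at the single test dose, limit read from the data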;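 also: plate controls were DMSO with enzyme for no effect and no enzyme buffer wells for full effect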
# Gli-Sufu block: Gli-Sufu pathway antagonists, primary screen, luciferase luminescence, Sufu-KO-LIGHT cells, uHTS. 340,000 tested, 0.74% active. Sufu-KO-LIGHT fibroblasts, Gli luciferase reporter luminescence. inhibition, % at 5 µM;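 active = inhibition above about 55%, limit read from the data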;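 also: 0% = DMSO-treated cells and 100% = wells with medium but no cells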
# UBC13 polyUb: UBC13 polyubiquitin chain formation inhibitors, primary screen, biochemical, TR-FRET, uHTS | inhibition, % at 20 µM | Ubiquitin-conjugating enzyme E2 N (Homo sapiens), P61088 | 330,000 tested, 0.47% active | AID 485273, 2010; in the data active = inhibition above about 45%, passing the limit was not always enough
# SENP8 inh: SENP8 protease inhibitors, primary screen, biochemical, luminescence; purified SENP8, Z-RLRGG-aminoluciferin cleavage; 330,000 tested, 1.2% active; inhibition, % at 10 µM; Sentrin-specific protease 8 (Homo sapiens), Q96LD8
# 697 NFkB inh: inhibitors of PMA/ionomycin-induced NF-kB reporter, 697 cells, primary screen, B-cell NF-kB inhibitor project, cell-based, luminescence, uHTS | 697 B-cell NF-kB luciferase reporter, 16 h | inhibition, % at 4 µM | 330,000 tested, 0.33% active | AID 435022, 2010; in the data active = inhibition above about 35%
# HKDC1 inhibitor: HKDC1 hexokinase inhibitors, primary screen, biochemical, fluorescence, uHTS; recombinant HKDC1, G6PDH/diaphorase resazurin coupled fluorescence; inhibition, % at 20 µM; 340,000 tested, 0.16% active; AID 493160, 2011;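 active = inhibition above about 35% when tested at 20 µM, limit read from the data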;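 also: plate controls were DMSO wells with enzyme for no effect and DMSO wells lacking enzyme for full effect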
#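 System: Recombinant HKDC1 hexokinase | Amount: HKDC1 at 5 µg/mL | Reagent: Glucose with 1 mM ATP | Doses: Single 20 µM dose | Incubation: Reaction time 90 min, room temperature, protected from light | Signal: Coupled resazurin fluorescence, excitation 525 nm, emission 613 nm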
# Jurkat NFkB inh: inhibitors of induced NF-kB luciferase reporter, primary screen, TCR NF-kB activation inhibitor project, cell-based, luminescence, uHTS; Jurkat, PMA/ionomycin-induced NF-kB luciferase reporter; inhibition, % at 4 µM; 330,000 tested, 0.53% active; AID 435003, 2010
# An asterisk follows results filed as active; x = not tested or not shown. Rule as the data show it, unless noted: active = inhibition above about 50%; inactive = the rest. Hits appear at their usual frequency; any-hit rate near 3.6%.
SMILES,Apaf-1 inh,SENP7 inh,Gli-Sufu block,UBC13 polyUb,SENP8 inh,697 NFkB inh,HKDC1 inhibitor,Jurkat NFkB inh
Cc1ccc(N(CC(=O)O)S(C)(=O)=O)cc1,-1,8,1,10,1,11,-5,16
Cn1cc(-c2ccno2)c(C(=O)O)n1,-2,3,-2,-5,-7,12,0,10
COc1cccc(OCC(=O)NN=C2c3ccccc3-c3ccccc32)c1,8,-4,-20,31,4,5,-5,-6
CC1(C(=O)NC2CCCC2)CCC(=O)N1Cc1ccc2c(c1)OCO2 (configuration not stated),-11,-3,-1,7,-2,12,-7,-7
c1cnc2c(Oc3ncnc4sccc34)cccc2c1,-9,4,1,-1,2,18,-1,12
CC(C)NC1=C(Cl)C(=O)c2ccccc2C1=O,63*,-7,14,-368,34,10,8,10
COc1nc(OC)nc(N2CCCCCC2)n1,-3,3,4,1,9,-25,-11,7
O=C(NCc1cc([N+](=O)[O-])ccc1O)c1cccnc1Sc1ccccc1,-6,-13,-6,3,2,-7,-3,9
Fc1c(F)c(F)c(N/N=C/c2c[nH]c3ccccc23)c(F)c1F,-1,-10,5,11,-16,-55,-5,5
COc1ccccc1C(=O)NC(=O)COc1cc(Cl)ccc1Cl,18,-9,-20,1,-15,-3,-4,-15
COCCSc1nnc(NC(=O)c2ccc(NC(C)=O)cc2)s1,-1,-3,-3,-17,-7,-4,-8,6
Cc1ccc(Cl)c2c1NC(=O)C2(O)CC(=O)c1ccccc1O (configuration not stated),3,1,8,-3,-2,16,0,15
CCOC(=O)/C=C1\SCC(=O)N1CC(=O)NCCc1ccc(F)cc1,0,0,6,-11,-4,12,-1,-13
COc1ccc2c(c1)-c1c(ssc1=S)C(C)(C)N2,4,-2,-21,-14,-5,13,-7,23
CCOC(=O)c1cnc(SCC(=O)Nc2nc(C)c(C)s2)nc1N,13,4,7,4,0,9,-8,10
CCn1cc(C(=O)NCCCN2CCCCCC2)c(=O)c2cc(S(=O)(=O)N3CCc4ccccc4C3)ccc21,18,7,31,21,-3,7,0,-2
CCNc1nnc(SCC(=O)NC2CCCCCC2)s1,0,-2,-1,0,-8,-5,-3,3
O=C(/C=C/c1ccccc1Cl)NC1CCS(=O)(=O)C1 (configuration not stated),3,-9,-3,8,-13,17,-10,2
O=C(COc1ccccc1)NNc1nc2c(F)cc(F)cc2s1,-1,-3,-19,6,7,5,-1,1
COC(=O)Nc1ccc(S(=O)(=O)N(C)CC(F)(F)C(F)F)cc1,4,-1,0,4,4,2,-2,2
CCC(=O)Nc1ccc(NCc2cccs2)cc1,-4,-8,-9,-5,-8,-1,-3,-11
CCOC(=O)N1CCN(C(=O)CSCC(=O)Nc2nc(-c3ccc(-c4ccccc4)cc3)cs2)CC1,31,-5,10,3,-6,-38,6,30
C#CCOCCOCCOCCNc1nc(N2CCN(C(=O)C(Cc3ccc(O)cc3)n3cc(C(N)CC(C)C)nn3)CC2)nc(N2CCN(C(=O)C(Cc3cc4ccccc4[nH]3)n3cc(C(N)C(C)CC)nn3)CC2)n1 (configuration not stated),20,-7,x,77*,-7,4,x,-18
COc1ccc(S(=O)(=O)N(CC(=O)NCc2ccncc2)c2ccc(C)cc2)cc1Br,9,-7,-6,0,-9,13,-3,6
CC(OC(=O)c1cc(=O)[nH]c2ccccc12)C(=O)N1C(C)CCCC1C (configuration not stated),-2,-3,4,4,7,11,1,-1

# 2 entries drawn at random from those above:
SMILES,Apaf-1 inh,SENP7 inh,Gli-Sufu block,UBC13 polyUb,SENP8 inh,697 NFkB inh,HKDC1 inhibitor,Jurkat NFkB inh
O=C(NCc1cc([N+](=O)[O-])ccc1O)c1cccnc1Sc1ccccc1,-6,-13,-6,3,2,-7,-3,9
Cc1ccc(Cl)c2c1NC(=O)C2(O)CC(=O)c1ccccc1O (configuration not stated),3,1,8,-3,-2,16,0,15

# Additional structures
SMILES,Apaf-1 inh,SENP7 inh,Gli-Sufu block,UBC13 polyUb,SENP8 inh,697 NFkB inh,HKDC1 inhibitor,Jurkat NFkB inh
Cc1nn(-c2ccccc2)c(CC(C)(C)C(=O)O)c1C(=O)O,-14,-5,0,-1,-2,1,-5,-3
CSc1ccc(CCNC(=O)CSc2ccsc2[N+](=O)[O-])cc1,8,6,8,-5,-1,6,-1,-12
CNC(=O)c1ccsc1NC(=O)CCS(=O)(=O)c1ccc(Cl)cc1,3,-8,14,-1,-2,-9,-1,8
Cc1cc(=O)[nH]c(Nc2c(C)n(C)n(-c3ccccc3)c2=O)n1,-5,-5,-2,-2,-1,18,-5,6
COc1cc(/C=N/NS(=O)(=O)c2ccc(C)c([N+](=O)[O-])c2)ccc1O,-5,3,3,-15,4,-13,-4,-14
O=[N+]([O-])c1ccc(-n2nnnc2CN2CCOCC2)cc1,-1,0,7,1,2,17,-2,0
COC(=O)c1scc(C)c1N1C(=O)c2ccccc2C1=O,-16,4,3,-1,7,0,1,9
Cc1ccc(C(=O)c2ccccc2C(=O)O)s1,1,1,-6,-5,4,34,-1,-3
Cc1cc(C(=O)N/N=C/c2c(C)nn(-c3ccccc3)c2Cl)n[nH]1,-1,-10,-16,2,-6,-5,-4,-12
COc1cccc(Cn2c(OCC3CCCO3)nc3c2c(=O)n(C)c(=O)n3C)c1 (configuration not stated),1,4,3,7,2,-4,-8,-5
C=CCn1c(Cc2cccs2)nnc1SCC(=O)c1cccc(Br)c1,23,-5,5,-2,-11,-1,5,-1
CC(=O)c1ccc(C)cc1OC(=O)c1cccc(F)c1,-2,4,-5,6,7,16,-11,19
COc1cccc(CC2CC(=O)N(CCc3ccc4c(c3)OCO4)C2=O)c1 (configuration not stated),7,17,6,0,-4,-6,-5,-5
O=C(COC(=O)c1ccccn1)NCCCc1ccccc1,4,7,9,3,3,4,-1,-12
O=C(NNC(=O)c1ccccc1Cl)c1ccncc1,4,-10,0,-15,-5,-12,-7,-20
CC(C)=C[C@@H]1C[C@H](C)[C@H]2CC[C@H](C)c3c(O)c(O)c(C)c1c32,24,0,-17,-48,-5,-1,21,-4
COc1cnc(-c2ccccc2)c(-c2ccccc2)n1,-4,-3,-8,4,-7,5,1,-11
CCOCCCNC(=O)CCNC(=O)c1cc(OC)c(OC)c(OC)c1,-16,-4,-3,18,4,16,-13,-1
Cc1cnc(C(=O)Oc2cccc(Cl)c2Cl)cn1,-2,1,41,6,0,10,0,2
CC1CC(C)CN(C(=O)c2ccc(S(=O)(=O)N3CCCCC3)cc2)C1 (configuration not stated),13,-13,0,-5,-8,-1,5,12
CCOc1ccc2nc(NC(=O)CN3CCN(c4ccccn4)CC3)sc2c1,11,3,2,13,0,-15,7,-3
O=C(CCNS(=O)(=O)c1ccccc1)NNC(=O)COc1ccccc1F,4,9,1,0,0,9,2,6
Cn1c2ccccc2c2c(C(=O)NCc3ccco3)cn(C3CCCCC3)c(=O)c21,10,-6,x,18,-5,4,7,3
CCC(=O)c1ccc(CCCCCC(=O)O)s1,12,20,-29,-8,-3,-29,-1,2
CCSc1nnc([C@@H]2CCCN2C(=O)OC(C)(C)C)o1,5,-8,1,-8,-12,-11,-2,-7

# Remaining list, next part:
SMILES,Apaf-1 inh,SENP7 inh,Gli-Sufu block,UBC13 polyUb,SENP8 inh,697 NFkB inh,HKDC1 inhibitor,Jurkat NFkB inh
CC(C)c1ccc(CNc2ncccn2)cc1,2,8,-57,11,-10,-62,-2,-50
COc1ccc2nc(-c3ccccc3)nc(SCC(=O)NCC3CCCO3)c2c1 (configuration not stated),14,-11,28,5,0,-7,-3,-1
c1ccc(C2CC(c3ccccc3)n3ncnc3N2)cc1 (configuration not stated),-19,-3,2,3,-10,-10,-10,-4
Cn1c(=O)[nH]c(=O)c2c1nc(N1CCN(c3ccccc3)CC1)n2CCSc1ncccn1,8,3,1,-2,2,12,-1,14
Cc1ccc(C2=NN(C(=O)CCC(=O)O)C(c3ccc4c(c3)OCO4)C2)cc1 (configuration not stated),6,4,2,1,-2,-1,-4,11
C/C(=N\NC(=O)c1ccc(CSc2nncn2C)cc1)c1ccc2ccccc2c1,2,6,-8,-6,-8,6,7,6
COc1ccccc1OCC(=O)NCCc1nc2ccccc2[nH]1,-1,3,-2,0,3,20,-10,7
Cc1ccccc1C(=O)NCCCc1ccccc1,6,-5,-41,8,-4,-12,5,-25
Fc1cnc(N2CCN(c3ccccc3)CC2)nc1N1CCN(c2ccccc2)CC1,-9,2,20,-16,-6,-19,-2,20
O=C(O)c1ccccc1N/N=C\c1ccnc2ccccc12,-13,38,2,-9,90*,-262,13,-61
CCCn1nnnc1SCC(=O)NCc1ccccc1,-2,10,-2,1,-10,-10,-3,-8
Cc1cccc(C#Cc2ccccc2)n1,-10,90*,-57,0,84*,-81,-2,-96
COc1cc(/C=N/NC(=O)c2ccoc2C)cc(OC)c1OC,-5,1,-4,10,0,10,-6,-4
COc1ccc2c(c1)-c1ccccc1S(=O)(=O)N(C)C2,10,9,4,x,x,5,-2,x
COc1ccc(-c2oc3ccc(N4CCOCC4)cc3c2C#CCO)cc1,34,-2,8,11,-5,-57,14,13
CN(C)CCCn1c2c(c(SCC(=O)Nc3cccc4ccccc34)nc1=O)CCC2,9,10,22,3,-6,-24,-6,-12
CN(C)CC(O)CN1C(=O)NC(C)(C)C1=O (configuration not stated),1,-6,-3,-4,-11,-8,-10,4
CCCNC(=O)c1oc2ccc3c(c2c1C)C(O)CC(C)(C)O3 (configuration not stated),18,-9,-30,6,-7,-5,3,-31
Oc1ccccc1N1CCN(Cc2ncc(-c3ccccc3)o2)CC1,10,22,8,-2,17,-16,5,-38
CC(C)CC1=NC(C(F)(F)F)(C(F)(F)F)c2c(n(CC(C)C)c(=O)[nH]c2=O)N1,6,0,2,5,-1,-2,-9,0
CCOC(=O)c1ccc(NC(=O)CCN2C(=O)C3CC=CCC3C2=O)cc1 (configuration not stated),1,1,-17,1,2,9,-2,-21
O=C(CSc1ccc(C(F)(F)F)cc1[N+](=O)[O-])NCCOc1ccccc1,-6,4,0,5,5,26,11,-3
COc1ccccc1S(=O)(=O)Cc1ccc(C(=O)NC2CC2)o1,8,6,-22,0,0,9,-3,4
O=[N+]([O-])c1cccc(-c2ccc(/C=N/NC(=S)Nc3cccc(F)c3)o2)c1,12,-2,5,-24,6,-32,-19,-6
CC[C@@]12C(=O)N(c3cccc(F)c3)C(=O)N1[C@H](c1cccc(C)c1)[C@@H]1C(=O)N(Cc3ccccc3)C(=O)[C@@H]12,17,-1,-9,13,-3,22,7,9
CCOC(=O)c1ccc(NC(=O)C2CC(=O)N(c3ccc4c(c3)OCCO4)C2)cc1 (configuration not stated),-2,0,-1,10,-5,13,-3,8
COc1ccc2nc(NC(=O)c3cccs3)sc2c1,1,97*,-95,10,94*,-352,3,-124
C#CCN1C(=O)S/C(=C\c2ccc(-c3ccc(Cl)c(C(=O)O)c3)o2)C1=O,-8,21,-29,-13,49,-97,5,-10

# Rewritten as tab-separated lines: entries from further up
SMILES	Apaf-1 inh	SENP7 inh	Gli-Sufu block	UBC13 polyUb	SENP8 inh	697 NFkB inh	HKDC1 inhibitor	Jurkat NFkB inh
CC(C)CC1=NC(C(F)(F)F)(C(F)(F)F)c2c(n(CC(C)C)c(=O)[nH]c2=O)N1	6	0	2	5	-1	-2	-9	0
CCOC(=O)c1ccc(NC(=O)CCN2C(=O)C3CC=CCC3C2=O)cc1 (configuration not stated)	1	1	-17	1	2	9	-2	-21
O=C(CSc1ccc(C(F)(F)F)cc1[N+](=O)[O-])NCCOc1ccccc1	-6	4	0	5	5	26	11	-3
COc1ccccc1S(=O)(=O)Cc1ccc(C(=O)NC2CC2)o1	8	6	-22	0	0	9	-3	4
